# From PubChem BioAssay
# Yfh1-depleted yeast – mitochondrial function rescue without frataxin homolog – Friedreich's ataxia, plus single-dose screen, dose response (AID 1465); S. cerevisiae Yfh1-off respiration, WST-1 reduction, 72 h; higher fold induction means a stronger effect; one-dose fold induction at 50 µM; EC50 in µM for titrated hits; 0.074% of 220,000 active;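 active = fold induction of absorbance versus untreated yeast above a set limit, then at least 30% activation at any dose in follow-up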;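 note: activators that raise dye reduction in frataxin-depleted yeast; strong numbers were not always called active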
# AID2073 – disruptors of CaV2.2 binding to Mint1 – biochemical, HTRF (AID 2073) | HTRF protein-protein interaction, Mint1-CaV2.2; higher % means a stronger effect | inhibition, % at 20 µM; hits with a dose series show IC50 in µM | 0.19% of 290,000 active; in the data active = inhibition mostly above about 51%, no sharp cut-off; note: some results filed as inactive read as strong as hits
# GPR55 activation – selective activators of receptor GPR55 – imaging, U2OS cells, beta-arrestin-GFP redistribution, primary screen (AID 1961); activation, % at 10 µM, or EC50 in µM where a hit was titrated; 0.048% of 290,000 active; U2OS GPR55 beta-arrestin-GFP redistribution imaging; higher % means a stronger effect;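 active = activation above 40% with more than 50 cells counted in the well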;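 note: U2OS osteosarcoma cells stably expressing GPR55 and beta-arrestin-GFP; plate controls were DMSO negative control for no effect and LPI positive control for full effect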
# GPR55 antagonists – inhibition of LPI-stimulated GPR55 beta-arrestin translocation – imaging, U2OS, beta-arrestin-GFP, LPI agonist, primary screen (AID 2013); U2OS GPR55 beta-arrestin-GFP translocation imaging, LPI antagonism; higher % means a stronger effect; inhibition, % at 10 µM, or IC50 in µM where a hit was titrated; 0.13% of 290,000 active;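 active = spots per cell inhibited over 60%, with over 100 cells counted and total cytoplasm intensity under 500,000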;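 note: U2OS cells stably carrying GPR55 and arrestin-GFP stimulated by 5 µM LPI near EC80; imaged beta-arrestin-GFP aggregate spots per cell after agonist stimulation; plate controls were LPI-stimulated DMSO wells for no effect and DMSO wells without LPI for full effect; some results filed as inactive read as strong as hits; confirmed hits need IC50 under 10 µM and bright autofluorescent wells are also inconclusive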
# GPR35 arrestin U2OS – GPR35 antagonists blocking zaprinast-driven arrestin recruitment, primary screen, imaging, U2OS, beta-arrestin-GFP, zaprinast agonist (AID 2058). inhibition, % at 10 µM; hits with a dose series show IC50 in µM. U2OS GPR35 beta-arrestin-GFP translocation imaging, zaprinast antagonism; higher % means a stronger effect. 0.052% of 290,000 active;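 active = inhibition of at least 50% with at least 30 cells and total cytoplasm GFP at most 10,000,000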
# Large T inhibition – TAg ATPase/helicase activity blockers – biochemical (AID 1903); one-dose inhibition, % at 20 µM; IC50 in µM for titrated hits; 0.39% of 310,000 active; SV40 large T antigen ATPase/helicase inhibition assay; higher % means a stronger effect; in the data active = a potency from the dose series; note: strong numbers were not always called active
# Dengue-2 NS5 capping – Dengue-2 NS5 methyltransferase inhibitors, primary screen, biochemical, confirmation dose response (AID 588689) | Dengue-2 NS5 methyltransferase capping enzyme assay, biochemical; higher % means a stronger effect | inhibition, % at 25 µM, or IC50 in µM where a hit was titrated | 0.3% of 340,000 active; in the data active = a potency from the dose series
# NTR1 ag – NTR1-driven beta-arrestin-GFP spot formation – imaging, U2OS cells, high content, primary screen (AID 493036). P30989. agonist mode. activation, % at 20 µM. 0.17% of 330,000 active;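 active = activation at or above 40% of the spot to cytoplasm intensity ratio, with at least 20 cells analyzed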;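 note: 0% = DMSO without peptide and 100% = 100 nM NTR1 peptide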
# Target sequence (P30989 whole entry, looked up): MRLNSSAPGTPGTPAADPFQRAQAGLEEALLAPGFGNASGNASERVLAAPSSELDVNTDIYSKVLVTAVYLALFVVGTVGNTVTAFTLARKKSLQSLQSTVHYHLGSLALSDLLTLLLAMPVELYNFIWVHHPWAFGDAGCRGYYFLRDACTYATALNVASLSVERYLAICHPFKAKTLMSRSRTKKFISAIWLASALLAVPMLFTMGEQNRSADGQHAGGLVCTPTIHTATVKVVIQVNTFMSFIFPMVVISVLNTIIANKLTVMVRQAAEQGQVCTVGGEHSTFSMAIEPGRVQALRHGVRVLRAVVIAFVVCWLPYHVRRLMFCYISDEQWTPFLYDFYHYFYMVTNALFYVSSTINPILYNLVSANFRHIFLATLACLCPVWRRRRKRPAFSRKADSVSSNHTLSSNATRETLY
# MgcRacGAP inhibition – MgcRacGAP GTPase-activating activity inhibitors, confirmation, biochemical, ADP Hunter fluorescence; MgcRacGAP-stimulated Rac1 GTP hydrolysis, ADP Hunter fluorescence; higher % means a stronger effect; GST-tagged Rac1 F28L mutant substrate; one-dose inhibition, % at 30 µM; IC50 in µM for titrated hits; 0.6% of 340,000 active;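 active = first-screen hits whose inhibition reached a set limit at any dose in the follow-up dose series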;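 note: fluorescence reports GDP produced by GAP-driven GTP hydrolysis; strong numbers were not always called active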
# NTR1 ag cell count 20 µM – second read-out of NTR1 ag, no call of its own (marks repeat the call); cell count; measured here: cell count, cytotoxicity flag
# Dengue-2 NS5 capping pilot replicate – recorded beside Dengue-2 NS5 capping, whose call it bears; inhibition, %; measured here: pilot screen replicate inhibition
# Numbers without * were called inactive; i = inactive; . = not tested or not shown.
# Start of the data: the first 2 entries (preview)
SMILES,Yfh1-depleted yeast,AID2073,GPR55 activation,GPR55 antagonists,GPR35 arrestin U2OS,Large T inhibition,Dengue-2 NS5 capping,NTR1 ag,NTR1 ag cell count 20 µM,MgcRacGAP inhibition,others
O=C(c1ccc(Oc2ccccc2)cc1)C1CCCN(C(=O)c2cnccn2)C1 (stereo not drawn),i,0%,-0.2%,11%,-1%,5%,-5%,1.3,52,8%,
O=C(CSc1ncccn1)n1c2c(c3ccccc31)CCCC2,i,-7%,0.3%,-5%,8%,3%,-1%,8.0,52,5%,

# All compounds of this part, from the first entry:
SMILES,Yfh1-depleted yeast,AID2073,GPR55 activation,GPR55 antagonists,GPR35 arrestin U2OS,Large T inhibition,Dengue-2 NS5 capping,NTR1 ag,NTR1 ag cell count 20 µM,MgcRacGAP inhibition,others
O=C(c1ccc(Oc2ccccc2)cc1)C1CCCN(C(=O)c2cnccn2)C1 (stereo not drawn),i,0%,-0.2%,11%,-1%,5%,-5%,1.3,52,8%,
O=C(CSc1ncccn1)n1c2c(c3ccccc31)CCCC2,i,-7%,0.3%,-5%,8%,3%,-1%,8.0,52,5%,
Cc1ccccc1Nc1c(-c2cccnc2)nc2cccc(C)n12,i,-4%,0.6%,4%,-9%,12%,-3%,1.7,63,8%,
CC(=O)Nc1nc(NC(=O)C(Cl)(Cl)Cl)n(-c2ccccc2)n1,i,-16%,-0.2%,1%,-1%,-3%,9%,0.6,56,-3%,
CCCCN1C(=O)C(O)=C(C(C)=O)C1c1ccc(OC)cc1OC (stereo not drawn),i,6%,0.0%,16%,-10%,8%,1%,1.7,53,7%,
CCOc1ccc(CC(=O)C2C(=O)CCCC2=O)cc1OCC,i,15%,0.0%,2%,9%,7%,3%,-0.5,59,1%,
Cn1c(=O)oc2cc(S(=O)(=O)NCCC(=O)NCc3ccc(F)cc3)ccc21,.,9%,0.0%,9%,8%,1%,-1%,0.7,56,17%,
O=C(c1cc(COc2ccc(F)c(F)c2)on1)N1CCOCC1,.,9%,-0.1%,0%,42%,0%,-1%,-1.3,67,10%,
CS(=O)(=O)N(Cc1ccccc1)c1ccc(C(=O)NC2CCCCC2O)cc1 (stereo not drawn),i,-2%,-0.2%,-7%,3%,4%,1%,-1.1,46,9%,
COc1ccccc1NS(=O)(=O)c1cccc(C(=O)N/N=C/c2ccc(N3CCOCC3)cc2)c1,i,46%,0.8%,0%,0%,4%,7%,2.6,43,6%,
C=CCN(c1nc(C)c(Br)c(OC)n1)S(=O)(=O)c1ccc(C)cc1,.,3%,0.3%,1%,16%,24%,5%,1.5,71,17%,
Cc1cccc(Nc2nnc(SCC3CCCCO3)s2)c1 (stereo not drawn),i,-1%,-0.1%,-4%,-5%,4%,1%,.,.,9%,
Cn1c(C(=O)c2ccncc2)cc2ccccc21,i,13%,-0.1%,16%,-7%,16%,-1%,0.7,92,5%,
Cc1ccc(S(=O)(=O)NCC(=O)N2CCCC2)cc1,i,10%,-0.1%,13%,13%,38%,0%,0.4,59,1%,
CC1=NNC(=O)C1CC(=O)N/N=C/c1ccc(C)o1 (stereo not drawn),i,5%,-0.1%,-7%,2%,12%,.,-0.9,33,.,
CCOC(=O)N1CCN(S(=O)(=O)c2c(C)nc3sccn3c2=O)CC1,.,18%,-0.2%,8%,8%,1%,-10%,1.4,55,8%,
CCc1nnc(NC(=O)c2ccc(-c3cc(C(F)(F)F)ccc3Cl)o2)s1,i,18%,0.0%,23%,-3%,14%,1%,0.2,59,-1%,
Cn1c(=O)n(C)c2cc([N+](=O)[O-])c(N3CCN(S(=O)(=O)c4ccc5ccccc5c4)CC3)cc21,i,44%,0.3%,-5%,3%,1%,2%,4.2,54,4%,
CCCNC(=O)CCc1c(C)nc2nc(-c3cc(OC)cc(OC)c3)nn2c1C,i,5%,-0.1%,-9%,-15%,9%,-8%,-0.6,101,5%,
CC(/C=N/NC(=O)c1ccccc1F)c1ccccc1 (stereo not drawn),i,42%,0.0%,7%,2%,13%,-8%,4.5,68,-4%,

# 2 records drawn at random from those above, as already listed:
SMILES,Yfh1-depleted yeast,AID2073,GPR55 activation,GPR55 antagonists,GPR35 arrestin U2OS,Large T inhibition,Dengue-2 NS5 capping,NTR1 ag,NTR1 ag cell count 20 µM,MgcRacGAP inhibition,others
CCCCN1C(=O)C(O)=C(C(C)=O)C1c1ccc(OC)cc1OC (stereo not drawn),i,6%,0.0%,16%,-10%,8%,1%,1.7,53,7%,
Cn1c(=O)oc2cc(S(=O)(=O)NCCC(=O)NCc3ccc(F)cc3)ccc21,.,9%,0.0%,9%,8%,1%,-1%,0.7,56,17%,

# Other records follow.
SMILES,Yfh1-depleted yeast,AID2073,GPR55 activation,GPR55 antagonists,GPR35 arrestin U2OS,Large T inhibition,Dengue-2 NS5 capping,NTR1 ag,NTR1 ag cell count 20 µM,MgcRacGAP inhibition,others
Cc1csc(NC(=O)CSc2ccc(-c3ccccn3)nn2)n1,i,12%,-0.2%,10%,-2%,3%,1%,0.1,52,8%,
Cn1ccc2cc(NC(=O)Nc3cccnc3)ccc21,i,.,.,.,.,28%,-7%,-0.5,68,12%,
Cc1ccc(C)c(CSc2nnc([C@@H](N)C(C)C)o2)c1,i,-7%,-0.1%,-4%,20%,14%,-12%,-2.3,85,4%,Dengue-2 NS5 capping pilot replicate=-3.5
Cc1ccccc1/C(N)=N/OC(=O)c1cccs1,i,-3%,0.9%,9%,-7%,3%,0%,1.8,76,5%,
CC(NC(=O)COC(=O)CCc1nc(=O)c2ccccc2n1C)c1ccccc1 (stereo not drawn),i,-10%,-0.3%,1%,2%,8%,-8%,-0.9,32,1%,
Cc1nn(C)c(C)c1S(=O)(=O)NC1CCCc2ccccc21 (stereo not drawn),i,2%,-0.2%,6%,1%,12%,4%,-0.3,50,4%,
O=C(CCN1C(=O)/C(=C/c2cccs2)SC1=S)Nc1ccccc1O,.,15%,-0.2%,-5%,2%,11%,-34%,2.7,44,5%,
Cc1cccc(-c2noc(-c3ccc(Cl)cc3[N+](=O)[O-])n2)c1,i,-2%,0.3%,9%,17%,-4%,-1%,3.2,60,-7%,
CCCCN1C2=NCCCN2c2ccccc21,i,-1%,-0.1%,7%,1%,2%,0%,0.2,53,12%,
c1ccc2c(c1)OCC(c1nn3c(Cn4nnc5ccccc54)nnc3s1)O2 (stereo not drawn),i,-10%,-0.2%,2%,7%,1%,1%,2.1,62,2%,
CCOC(=O)C1CCN(C(=O)c2cccnc2Cl)CC1,i,-4%,0.0%,6%,8%,10%,-1%,0.1,66,8%,
COc1ccc(CNCCNC(=O)c2cccs2)c(OC)c1OC,i,0%,0.1%,8%,1%,.,-3%,0.8,41,31%,
CCOc1ccc(NC(=O)C(C)N2C(=O)c3ccccc3C2=O)cc1 (stereo not drawn),.,0%,-0.2%,6%,8%,13%,-6%,2.0,60,7%,
Nc1nncn1C(=O)c1ccc(Cl)cc1Cl,i,-4%,0.3%,0%,-4%,9%,-2%,1.4,59,4%,
COc1ccc2c(c1)SC1=NCCS(=O)(=O)N12,i,10%,-1.0%,-6%,1%,2%,2%,-1.4,83,7%,
O=C(COC(=O)CNC(=O)c1ccc(Cl)cc1)Nc1ncc(C(F)(F)F)cc1Cl,i,4%,-0.3%,0%,1%,23%,9%,-0.1,60,12%,
Cc1cc(C)c2c(CN3CCN(C/C=C/c4ccccc4)CC3)cc(=O)oc2c1,i,-3%,0.0%,4%,-17%,8%,0%,0.8,73,8%,
COC(=O)c1c(NC(=O)c2cccnc2Cl)sc(C(=O)N(C)C)c1C,i,1%,-0.2%,-9%,-5%,15%,1%,0.7,33,7%,
O=C1CC(=C2c3ccccc3-c3ccccc32)C(=O)N1CCCCN1CCN(c2ccccc2)CC1,i,27%,1.6%,16%,-19%,12%,8%,1.4,66,5%,
CCOc1ccc(OCC)c(NC(=O)C2CCCN(S(=O)(=O)c3c(C)noc3C)C2)c1 (stereo not drawn),i,-1%,-0.2%,1%,14%,-1%,-7%,2.3,84,12%,
CCC(C)NC(=O)CCCCCn1c(=O)[nH]c2cc(OC)c(OC)cc2c1=O (stereo not drawn),i,6%,-0.2%,25%,10%,1%,-3%,3.7,57,7%,Dengue-2 NS5 capping pilot replicate=5.2
CN(C)S(=O)(=O)N1CCN(C(=O)c2cccc(Br)c2)CC1,i,-10%,0.0%,2%,8%,1%,-1%,-1.0,62,3%,
CCOC(=O)C[C@H]1c2ccccc2S(=O)(=O)N1C1CC1,i,.,.,.,.,11%,0%,0.2,84,11%,
Cc1ccc(C)c(OCCC(=O)NCCc2ccc(Cl)cc2)c1,.,-8%,-0.1%,8%,-4%,8%,-6%,0.9,46,6%,
CC(C)(O)[C@H]1Cc2cc3ccc(=O)oc3cc2O1,.,19%,0.0%,2%,-10%,-10%,-8%,3.2,47,6%,
CC(C)CCn1nnnc1C(C(C)C)N1CCC(C(N)=O)CC1 (stereo not drawn),i,-1%,0.3%,-1%,-14%,3%,0%,-0.8,86,-9%,
Cn1ccnc1C(O)c1cccc(OCc2ccccc2)c1 (stereo not drawn),.,1%,0.4%,12%,3%,5%,-6%,-0.5,54,8%,
CCOc1ccccc1NC(=O)CS(=O)(=O)c1cn(CC(=O)N2CCOCC2)c2ccccc12,.,-8%,-0.2%,-1%,-20%,13%,-3%,0.6,54,3%,
O=C(C1=C[C@H](c2ccc(Br)cc2)C[C@H](OCCCCO)O1)N1CCN(Cc2ccc3c(c2)OCO3)CC1,i,-8%,0.8%,-7%,-18%,11%,-8%,3.4,71,-2%,
COc1cccc(NC(=O)C(C)OC(=O)CCCNC(=O)c2ccc(Cl)cc2)c1 (stereo not drawn),.,5%,-0.1%,-15%,-11%,2%,-2%,1.9,57,4%,
CSc1nc2nc3c(c(=O)n2[nH]1)CCC3,i,-5%,0.3%,-14%,-3%,-8%,4%,-0.9,49,-1%,
O=C(CCN1C(=O)c2ccccc2C1=O)Nc1cccc(F)c1,i,0%,-0.1%,-2%,-6%,0%,-6%,0.2,51,6%,
COc1ccc(N(C(=O)c2ccco2)S(=O)(=O)c2cc(Cl)c(Cl)cc2Cl)cc1,i,-6%,-0.1%,-8%,-15%,3%,-1%,7.8,86,5%,
O=C(c1cc([N+](=O)[O-])ccc1N1CCCC1)N1CCCCC1,i,19%,-0.1%,5%,1%,2%,-10%,-0.5,64,8%,
Cc1cc(NC(=O)c2cc(C(C)(C)C)oc2C)no1,i,-7%,0.2%,3%,-3%,9%,2%,1.6,61,9%,
Cc1cc(C)n(C(C)Sc2ccccc2)n1 (stereo not drawn),.,.,.,.,.,16%,-7%,1.2,90,9%,
CC(=O)c1ccc(NC(=O)/C(=C\c2ccccc2)NC(=O)/C=C/c2ccccc2)cc1,i,8%,-0.1%,-5%,14%,3%,-9%,-0.9,69,7%,
CCCCn1c(SCn2nnc3ccccc3c2=O)nc2cc(S(N)(=O)=O)ccc21,i,-7%,0.3%,-6%,0%,14%,-3%,1.3,61,1%,
